Screens as filed in PubChem.
PL biosyn Enam: phospholipid synthesis inhibitors, CHO cells, primary screen, ZR-82 cells, Enamine library, screen 3; ZR-82 CHO cells, pyrene fatty acid UV survival, CellTiter Blue; peroxisome-deficient CHO-K1 mutant line; plus DGAT-1, DGAT-2 and ACAT inhibitors; calls only at 10 µM; 0.4% of 20,000 active; AID 1347385, 2020;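 active means cell survival signal 2 SD away from solvent-only control wells, confirmed on one or two retests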;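 further: 3 h compound exposure then viability read about one day after UV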
Calls only; i = inactive.

The first 6 records (preview)
SMILES	PL biosyn Enam
O=C1CS/C(=N\N=C2\NC(=O)C(CC(=O)Nc3ccc(Br)cc3)S2)N1 (stereo not given)	i
Fc1ccc(/C=N/NC2=NCCCCC2)cc1	i
O=C(O)C1CCN(C(=O)CSc2n[nH]c(=O)n2CC2CCCO2)CC1 (stereo not given)	i
Cc1ccc(S(=O)(=O)N2CCn3cccc3C2C)c(C)c1 (stereo not given)	i
CCn1c(C)[n+](CC)c2ccccc21	i
CC(C)(C)C1CCC(=NNc2ccc([N+](=O)[O-])cc2)CC1 (stereo not given)	i

The whole of this part, repeating the preview:
SMILES	PL biosyn Enam
O=C1CS/C(=N\N=C2\NC(=O)C(CC(=O)Nc3ccc(Br)cc3)S2)N1 (stereo not given)	i
Fc1ccc(/C=N/NC2=NCCCCC2)cc1	i
O=C(O)C1CCN(C(=O)CSc2n[nH]c(=O)n2CC2CCCO2)CC1 (stereo not given)	i
Cc1ccc(S(=O)(=O)N2CCn3cccc3C2C)c(C)c1 (stereo not given)	i
CCn1c(C)[n+](CC)c2ccccc21	i
CC(C)(C)C1CCC(=NNc2ccc([N+](=O)[O-])cc2)CC1 (stereo not given)	i
C=CCSc1nnc(Nc2ccc(Oc3ccccc3)cc2)s1	i
Nc1nc(N)c2[nH]c(-c3ccc(Cl)cc3)nc2n1	i
Cc1ccc(C)c(/C=C/c2noc(C)c2[N+](=O)[O-])c1	i
O=C1/C(=C/c2ccc(N3NNC=C3c3ccc(Cl)cc3)cc2)CC/C1=C\c1ccc(-n2nncc2-c2ccc(Cl)cc2)cc1	i
O=c1oc(-c2cccs2)nn1CN1CCCC2CCCCC21 (stereo not given)	i
CC1CCc2c(sc(N)c2C(N)=O)C1 (stereo not given)	i
O=S1(=O)CCN2C(c3cccc4ccccc34)=CSC2=N1	i
O=S1(=O)N=C2CCCCCN2C(c2ccncc2)N1 (stereo not given)	i
O=[N+]([O-])c1ccc(-c2c[n+](=O)c3c(n2[O-])CCCCC3)cc1	i
Cc1cc(C)n2cc(COc3ccc(I)cc3)nc2n1	i
CN=c1scc(-c2ccccc2F)n1/N=C/c1ccccc1O	i
C1=C(c2ccccc2)Nc2nc3ccccc3n2C1	i
O=C(COC(=O)/C=C/c1ccc(I)o1)NCc1ccco1	i
CC(C)n1c(=S)[nH]c2sc3c(c2c1=O)CCC3	i
CC(C)C(=O)NC(n1ccnc1)C(Cl)(Cl)Cl (stereo not given)	i
Cc1ccc(S(=O)(=O)Nc2c(S(=O)(=O)c3ccccc3)c3nc4ccccc4nc3n2C(C)c2ccccc2)cc1 (stereo not given)	i
COCCNC(=S)N/N=C/c1sccc1C	i
Cc1csc(=O)n1CN(C)Cc1ccc(Cl)s1	i
O=S1(=O)c2ccccc2NC(c2ccc(Cl)cc2Cl)N1Cc1ccccc1 (stereo not given)	i
CCOC(=O)CCC(=O)OCC(=O)NC(C)C1CC2CCC1C2 (stereo not given)	i
O=[N+]([O-])c1ccc(C=Nc2ccc(N3CCCCC3)cc2)o1	i
Oc1c(-c2ccccn2)sc2ccccc12	i
Cc1[nH]c(=O)[nH]c(=O)c1Cl	i
Cc1cc(=S)[nH]c2cc(Br)ccc12	i
Brc1ccc2nc(N3CCCC3)nc(-c3ccccc3)c2c1	i
Cc1cc(S(=O)(=O)NC2CC(C)(C)NC(C)(C)C2)c(C)cc1Br	i
CSC(=NS(=O)(=O)c1ccc(N)cc1)NS(=O)(=O)c1cccs1	i
CCCCn1c(N)c(N(Cc2ccco2)C(=O)c2ccc(=O)[nH]c2)c(=O)[nH]c1=O	i
Brc1ccc2nc(Oc3ccccc3)nc(-c3ccccc3)c2c1	i
O=S(=O)(c1ccc(Cl)cc1)c1nc(Nc2ccc(Cl)c(Cl)c2)sc1Cl	i
COc1ccc(-c2n[nH]c(=S)o2)c(OC)c1	i
O=C(CN1CSCC1=O)Nc1ccnn1Cc1cccs1	i
CN(C(=O)C1C2CC3CC(C2)CC1C3)C1(C)CCS(=O)(=O)C1 (stereo not given)	i
Cn1c2ccccc2c2cc(/C=C/c3nc4ccccc4s3)ccc21	i
Cc1ncc(C[n+]2csc(CCOC(=O)C3CC4CCC3C4)c2C)c(N)n1 (stereo not given)	i
CN(C(=O)CSc1nnc(Cc2cccs2)n1C1CC1)C1CCS(=O)(=O)C1 (stereo not given)	i
Fc1cccc(F)c1-c1cc(-c2ccccc2)c2ccccc2n1	i
COC(=O)C(C)N1C(=O)S/C(=C\c2ccc(N3CCOCC3)o2)C1=O (stereo not given)	i
O=c1c2ccccc2nnn1CSC1=Nc2ccccc2CS1	i
Clc1cc(Cl)c(OCc2nc3ccccc3[nH]2)cc1Cl	i
O=C1N/C(=N/N=C/c2ccc3c(c2)OCCO3)SC1Cc1ccc(SC(F)F)cc1 (stereo not given)	i
CCNC(=O)NC(=O)C(C)OC(=O)c1[nH]c(C)c(C(C)=O)c1C (stereo not given)	i
CN(C)CCN1C(=O)C(O)=C(C(=O)c2cccs2)C1c1ccco1 (stereo not given)	i
c1cnc2c(c1)ccc1cccnc12	i
CC(C)(C)P(=Nc1cc([N+](=O)[O-])cc([N+](=O)[O-])c1)(N1CCOCC1)N1CCOCC1	i
Cc1ccc(N=C2NN=C(c3cc(F)ccc3F)CS2)c(C)c1	i
c1ccc2sc(C3CCCCN3Cc3cscn3)nc2c1 (stereo not given)	i
O=C(N=Nc1c(O)[nH]c2ccc(Br)cc12)c1ccc2c(c1)OCO2	i
C=CCn1c2ccccc2c2nc3ccccc3nc21	i
CCc1ccc(C2=Nn3c(nnc3C(F)(F)F)SC2)cc1	i
CN=c1scc(-c2ccc(-c3ccccc3)cc2)n1/N=C/c1ccc(F)cc1	i
COCCNC(=O)CC12CC3CC(CC(Br)(C3)C1)C2	i
c1ccc2sc(-c3csc(N4CCCC4)n3)nc2c1	i
CC(C)n1cn[nH]c1=S	i

Next part
SMILES	PL biosyn Enam
Cc1ccc(Nc2nnc(SCC(C)C)s2)cc1	i
CC1(C)CC(=O)C(C2C3=C(CC(C)(C)CC3=O)Oc3ccccc32)=C(O)C1 (stereo not given)	i
CCn1c(CN2CC(C)OC(C)C2)nc2cc(S(=O)(=O)N(C)C)ccc21 (stereo not given)	i
Clc1ccccc1C=Nc1nccc2c1ccc1ccccc12	i
COc1ccc(OC)c(S(N)(=O)=O)c1	i
CC(NC(=O)C1C2CC3CC(C2)CC1C3)C(=O)NC(CCC(N)=O)C(=O)O (stereo not given)	i
Cc1oc2nc[nH]c(=O)c2c1C(=O)OC(C)C(=O)N1CCOCC1 (stereo not given)	i
CC(C)(C)N/N=C/c1cc(Br)c(O)c(Br)c1	i
Cc1nnc(SCC(=O)NC(=O)NC(C)C)s1	i
CN(C)CCCNS(=O)(=O)c1ccc(N)c([N+](=O)[O-])c1	i
Cc1occc1-c1nnc(SCCCn2c(=O)c3c(ncn3C)n(C)c2=O)o1	i
Clc1ccc(C2CC(c3ccc(Cl)cc3)n3ncnc3N2)cc1 (stereo not given)	i
COc1cc2nc(CSc3nnc4c(n3)Nc3ccccc3S4)[nH]c(=O)c2cc1OC	i
O=S1(=O)c2cccc3cccc(c23)N1Cc1coc(-c2ccccc2)n1	i
CC(C)CN(C(=O)C1CCCC1)C1CCS(=O)(=O)C1 (stereo not given)	i
COc1ccc(C(N)=S)cc1	i
Cc1sc2ncn(CC(=O)C34CC5CC(CC(C5)C3)C4)c(=O)c2c1C	i

Already shown: an excerpt of the list.
SMILES	PL biosyn Enam
Clc1ccc(C2CC(c3ccc(Cl)cc3)n3ncnc3N2)cc1 (stereo not given)	i
COc1cc2nc(CSc3nnc4c(n3)Nc3ccccc3S4)[nH]c(=O)c2cc1OC	i
O=S1(=O)c2cccc3cccc(c23)N1Cc1coc(-c2ccccc2)n1	i
CC(C)CN(C(=O)C1CCCC1)C1CCS(=O)(=O)C1 (stereo not given)	i
COc1ccc(C(N)=S)cc1	i
Cc1sc2ncn(CC(=O)C34CC5CC(CC(C5)C3)C4)c(=O)c2c1C	i

Some of the entries so far, field by field:
> CC1(C)CC(=O)C(C2C3=C(CC(C)(C)CC3=O)Oc3ccccc32)=C(O)C1 (stereo not given)
  PL biosyn Enam = i
> CCn1c(CN2CC(C)OC(C)C2)nc2cc(S(=O)(=O)N(C)C)ccc21 (stereo not given)
  PL biosyn Enam = i
> Clc1ccccc1C=Nc1nccc2c1ccc1ccccc12
  PL biosyn Enam = i
> COc1ccc(OC)c(S(N)(=O)=O)c1
  PL biosyn Enam = i

An excerpt. The share of hits here may be higher or lower than overall.
